Screening results from PubChem BioAssay.
MOR-DOR inv ag – inverse agonist of human OPRM1-OPRD1 heterodimerization; cell-based MOR-DOR heterodimer luminescence, inverse agonism; inhibition, % at 9.3 µM; 0.21% of 340,000 active; AID 504357; in the data active = inhibition above about 22%, passing the limit was not always enough;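 note: 0% = cells with DMSO and 100% = wells without cells with DMSO; values of inactives mirror those of a sister screen read the other way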
Arr AP2 block – blocks beta-arrestin peptide binding to AP2 adaptin. FITC-arrestin peptide / GST-AP2 beads, flow cytometry; AP2 beta2 appendage carries R879A mutation. inhibition, % at 10 µM. 0.31% of 340,000 active;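 active = inhibition above a set limit, near 3 SD of compounds lacking own fluorescence, cut at about 54% in these data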;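 note: plate controls were DMSO wells for no effect and 5 µM unlabelled arrestin peptide for full effect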
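System: GST-AP2 R879A glutathione beads | Also added: FITC-arrestin peptide, 50 nM | Times: 12 min plus 1 h, RT | Signal: Bead flow cytometry, FITC channel | Buffer or medium: PBS with 0.05% Tween 20 and 0.1% BSA | Read-out basis: Percent drop in bead-associated FITC signal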
DAGLB inh – diacylglycerol lipase beta (human) inhibition; inhibition, % at 5.17 µM; Q8NCG7; AID 504411; 0.059% of 340,000 active; HEK293T DAGLB membrane lysate, EnzChek fluorogenic substrate; in the data active = inhibition above about 34%;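 note: 0% = enzyme with vehicle and 100% = wells lacking enzyme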
Target sequence (Q8NCG7 whole entry, looked up): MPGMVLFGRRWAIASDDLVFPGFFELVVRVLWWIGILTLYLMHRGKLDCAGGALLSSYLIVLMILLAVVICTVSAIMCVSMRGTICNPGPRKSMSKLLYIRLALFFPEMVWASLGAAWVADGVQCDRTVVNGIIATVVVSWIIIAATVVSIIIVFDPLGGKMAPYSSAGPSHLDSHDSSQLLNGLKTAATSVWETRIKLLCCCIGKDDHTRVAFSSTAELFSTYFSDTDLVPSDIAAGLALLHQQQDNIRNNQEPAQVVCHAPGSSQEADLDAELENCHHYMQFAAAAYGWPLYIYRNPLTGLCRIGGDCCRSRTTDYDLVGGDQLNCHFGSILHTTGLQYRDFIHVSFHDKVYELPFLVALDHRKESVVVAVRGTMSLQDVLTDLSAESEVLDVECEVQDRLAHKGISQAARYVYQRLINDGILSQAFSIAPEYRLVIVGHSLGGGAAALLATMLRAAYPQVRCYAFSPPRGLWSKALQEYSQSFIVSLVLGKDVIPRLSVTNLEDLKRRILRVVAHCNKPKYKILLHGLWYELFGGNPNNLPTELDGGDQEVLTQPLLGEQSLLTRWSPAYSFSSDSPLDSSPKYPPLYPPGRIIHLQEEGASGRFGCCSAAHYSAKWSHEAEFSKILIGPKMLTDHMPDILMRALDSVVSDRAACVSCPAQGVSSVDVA
HTR5A ag ctr – HTR5A agonism, opioid heterodimer counter-screen | HTR5A agonist assay, luminescence, cell-based | activation, % at 9.3 µM | 0.61% of 340,000 active | AID 504692; in the data active = activation mostly above about 9.5%, no sharp cut-off; inactive = mostly below about 7.6%;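 note: 0% = cells with vehicle only and 100% = reference agonist; strong numbers were not always called active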
DSG3 Ab inh – human desmoglein-3 autoantibody binding inhibition; P32926; DSG3-coupled beads, scFv-anti-DSG3-GFP binding, flow cytometry; active compounds read low; binding (percent of control), % at 10 µM; 0.48% of 310,000 active; AID 588358;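 active = binding more than 3 SD below its plate's average and above zero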;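 note: hits lower antibody fragment binding to DSG3; some compounds called inactive have numbers as strong as hits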
OPRM1-OPRD1 ag – OPRM1-OPRD1 heterodimerization agonism; activation, % at 9.3 µM; P35372+P41143; 0.3% of 340,000 active; cells, luminescence; AID 504326; in the data active = activation above about 18%;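 note: 0% = vehicle-treated cells and 100% = reference agonist; values of inactives mirror those of a sister screen read the other way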
V-ATPase pH – alters yeast V-ATPase proton transport. S. cerevisiae, pHLuorin cytosolic pH fluorescence. response, % at 10 µM. 0.37% of 350,000 active. AID 504577; in the data active = response mostly above about 7.3%, no sharp cut-off; inactive = mostly below about 5.4%; note: actives read high; inactives centre near 0; some compounds called inactive have numbers as strong as hits; reference of the scale not given here
PKA-R2B activ – PKA-R2B complex activation. AID 504700. activation, % at 11.4 µM. PKA-R2B holoenzyme dissociation, Cy5-IP20 fluorescence polarization; R2B truncated from residue 108, S112A mutant; 0% DMSO only, 100% 113 µM cGMP. 0.079% of 340,000 active. P22694+P31323;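 active = activation above a cutoff set at the mean over all compounds plus 3 SD, cut at about 18% in these data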;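 note: higher means more holoenzyme dissociation and a rise in polarization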
Target sequence (P31323 whole entry, looked up, other chains not shown, the tested form may be a part): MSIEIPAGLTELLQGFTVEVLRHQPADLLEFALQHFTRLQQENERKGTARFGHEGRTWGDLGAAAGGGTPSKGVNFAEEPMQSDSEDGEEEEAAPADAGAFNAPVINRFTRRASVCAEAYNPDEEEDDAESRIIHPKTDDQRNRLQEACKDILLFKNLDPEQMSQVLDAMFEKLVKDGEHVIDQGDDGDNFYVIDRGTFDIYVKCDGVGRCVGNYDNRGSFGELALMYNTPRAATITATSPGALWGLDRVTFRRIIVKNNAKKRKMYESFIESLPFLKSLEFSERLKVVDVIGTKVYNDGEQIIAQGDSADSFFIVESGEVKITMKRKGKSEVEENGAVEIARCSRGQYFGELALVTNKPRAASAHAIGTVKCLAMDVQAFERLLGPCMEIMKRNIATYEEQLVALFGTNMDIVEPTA
HTR5A inv ag – inverse agonist of human HTR5A in OPRM1-OPRD1 counter-screen; P47898; HTR5A cell line, luminescence, inverse agonism; inhibition, % at 9.3 µM; 0.083% of 340,000 active; in the data active = inhibition mostly above about 23%, no sharp cut-off; inactive = mostly below about 18%;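 note: 0% = cells with DMSO and 100% = no-cell wells with DMSO; some compounds called inactive have numbers as strong as hits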
PKA-R1A act – activators of PKA-R1A complex; P00514+P68181; PKA-R1A dissociation, Cy5-IP20 fluorescence polarization; scaled: DMSO 0%, 113 µM cGMP 100%; activation, % at 11.4 µM; 0.083% of 340,000 active;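 active = percent activation above the mean of all tested compounds plus 3 SD, cut at about 19% in these data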;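 note: higher means more PKAc released from R1A so a rise in polarization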
* = called active by the depositor; nt = not tested or not shown.

SMILES	MOR-DOR inv ag	Arr AP2 block	DAGLB inh	HTR5A ag ctr	DSG3 Ab inh	OPRM1-OPRD1 ag	V-ATPase pH	PKA-R2B activ	HTR5A inv ag	PKA-R1A act
C[C@@H]1CN([C@H](C)CO)C(=O)CCCn2nncc2CO[C@H]1CN(C)Cc1ccc2c(c1)OCO2	nt	nt	-2	nt	nt	nt	-3	5	nt	-2
CC(C)c1csc(CN2CCC(CO)(Cc3cccc(F)c3)CC2)n1	-12	36	-3	4	100	2.3	-1	-9	-10	-8
Cc1ccc(CN2CCSc3ccc(C(=O)NCC4CCCO4)cc32)cc1 (configuration not stated)	2	-7	0	-1	85	-0.3	1	-5	3	-15
Cc1nc2c3cnn(-c4ccc(C)c(C)c4)c3ncn2n1	-40	-46	-6	4	102	6.9	6	6	-24	6
CCOC(=O)c1sc(NC(=O)CSc2nc3ccccc3o2)c(C(=O)OCC)c1C	8	4	-3	-1	107	-1.5	-4	-9	6	6
Cc1ccc(S(=O)(=O)Nc2ccc3cn[nH]c3c2)c(C)c1	4	3	-1	-9	102	-1.1	-1	-8	21	0
CN1c2ccccc2C(C)(C)C12CC(CCl)=NO2 (configuration not stated)	-6	15	-2	0	nt	0.9	-2	10	-4	-10
CCOc1ccccc1CN1CCN(C2CCOCC2)CC1CCO (configuration not stated)	-7	2	2	-1	101	1.4	-3	-2	-6	7
COc1ccc(CN2C[C@H](C)[C@@H](CC(=O)NCc3ccccc3)C2=O)cc1	8	7	3	-3	100	-1.3	-1	-7	8	1
O=C(c1cnn2ccccc12)N1CCN(C2CCCCC2)CC1	7	35	-2	-3	96	-1.1	5	3	8	13

Three entries already listed, ordered by the number in MOR-DOR inv ag, ascending.
Compound	MOR-DOR inv ag	Arr AP2 block	DAGLB inh	DSG3 Ab inh	OPRM1-OPRD1 ag	V-ATPase pH	PKA-R2B activ	PKA-R1A act
Cc1nc2c3cnn(-c4ccc(C)c(C)c4)c3ncn2n1	-40	-46	-6	102	6.9	6	6	6
CC(C)c1csc(CN2CCC(CO)(Cc3cccc(F)c3)CC2)n1	-12	36	-3	100	2.3	-1	-9	-8
CCOC(=O)c1sc(NC(=O)CSc2nc3ccccc3o2)c(C(=O)OCC)c1C	8	4	-3	107	-1.5	-4	-9	6

Carrying on:
SMILES	MOR-DOR inv ag	Arr AP2 block	DAGLB inh	HTR5A ag ctr	DSG3 Ab inh	OPRM1-OPRD1 ag	V-ATPase pH	PKA-R2B activ	HTR5A inv ag	PKA-R1A act
O=C(CSc1ccccc1C(=O)O)Nc1cccc(C(=O)O)c1	4	-10	-2	5	108	-0.8	2	6	-12	2
O=C(Nc1ccccc1)c1ccc(NC(=O)C2CC2)cc1	13	-16	-1	4	107	-2.3	5	8	12	1
NC(=O)c1cc(NC(=O)CCNS(=O)(=O)c2cccc(C(F)(F)F)c2)cc(C(N)=O)c1	2	-3	2	-5	107	-0.3	-1	5	-4	3
CCC(C)[C@H](NC(=O)N1CCn2c1nc1ccccc12)C(=O)NCc1ccccc1 (some centres not stated)	nt	-9	-1	nt	99	nt	1	-10	nt	5
C#CCOc1c(Br)cc(/C=N\NC(=O)CN2CCOCC2)cc1OCC	9	12	-2	-2	98	-1.8	0	5	4	1
CN(c1ccccc1)S(=O)(=O)c1ccc(Cl)nc1	6	20	-3	1	101	-1.1	2	-3	-2	-8
C=CCNC(=S)NNC(=O)c1ccccc1OCC	0	33	0	8	101	0.1	5	-4	-21	-6
CC(C)[C@H](NC(=O)N1CC(=O)Nc2ccccc21)C(=O)N[C@H](Cc1ccccc1)C(=O)O	10	0	-1	3	97	-1.9	1	-10	31	3
CCN(CC)CCN(Cc1cc2cc3c(cc2[nH]c1=O)OCCO3)C(=O)NC1CCCCC1	6	5	0	-5	107	-1.1	-4	-6	-16	-2
O=[N+]([O-])c1ccc(N2CCN(CC(O)COc3ccccc3)CC2)cc1 (configuration not stated)	-65	3	17	2	98	9.5	0	12	0	-4

Record cards, as listed above. Values in the order: MOR-DOR inv ag | Arr AP2 block | DAGLB inh | HTR5A ag ctr | DSG3 Ab inh | OPRM1-OPRD1 ag | V-ATPase pH | PKA-R2B activ | HTR5A inv ag | PKA-R1A act
Record of NC(=O)c1cc(NC(=O)CCNS(=O)(=O)c2cccc(C(F)(F)F)c2)cc(C(N)=O)c1 → 2 | -3 | 2 | -5 | 107 | -0.3 | -1 | 5 | -4 | 3
Record of O=[N+]([O-])c1ccc(N2CCN(CC(O)COc3ccccc3)CC2)cc1 (configuration not stated) → -65 | 3 | 17 | 2 | 98 | 9.5 | 0 | 12 | 0 | -4
Record of C#CCOc1c(Br)cc(/C=N\NC(=O)CN2CCOCC2)cc1OCC → 9 | 12 | -2 | -2 | 98 | -1.8 | 0 | 5 | 4 | 1
Record of CCC(C)[C@H](NC(=O)N1CCn2c1nc1ccccc12)C(=O)NCc1ccccc1 (some centres not stated) → nt | -9 | -1 | nt | 99 | nt | 1 | -10 | nt | 5
Record of O=C(CSc1ccccc1C(=O)O)Nc1cccc(C(=O)O)c1 → 4 | -10 | -2 | 5 | 108 | -0.8 | 2 | 6 | -12 | 2

Next section:
SMILES	MOR-DOR inv ag	Arr AP2 block	DAGLB inh	HTR5A ag ctr	DSG3 Ab inh	OPRM1-OPRD1 ag	V-ATPase pH	PKA-R2B activ	HTR5A inv ag	PKA-R1A act
COc1ccccc1N1CCN(C(=O)CSc2ncccc2-c2nc3ccccc3[nH]2)CC1	-6	4	2	-2	107	1.2	3	0	-12	3
Cc1ccc(S(=O)(=O)N(CCC(=O)N2CCOCC2)c2ccccc2)cc1	5	-14	0	2	109	-0.8	1	-6	-1	-1
CC[C@]1(C(=O)OC)[C@H]2C(=O)N(Cc3ccccc3)C(=O)[C@H]2[C@H]2CN=C(SCC(=O)c3ccccc3)N21	17	2	-1	-2	106	-3.4	0	-3	6	-1
Cc1c(-c2ccccc2)cn2c1-c1ccc(C)n1CC2	10	9	0	-2	108	-1.9	1	-12	-5	0
CCOC(=O)c1c(N)sc(C(O)(C(F)(F)F)C(F)(F)F)c1-c1ccc(F)cc1	-57	7	1	11	nt	11	nt	-3	-32	-15
CCN1CCN(C(CNC(=O)c2ccc3c(c2)OCO3)c2cccnc2)CC1 (configuration not stated)	17	-1	-1	2	108	-2.9	-2	-2	-40	-7
Cc1ccc(C(=O)Nc2cccnc2)cc1Cl	0	4	-1	2	123	-0.1	7	7	-7	2
CCN(Cc1ccncc1)C(=O)CC1C(=O)NCCN1Cc1ccc(F)c(F)c1 (configuration not stated)	7	3	3	3	111	-1.0	2	-13	-8	-20
CCCCc1cc2c(cc1NC(=O)CN1CCCCC1)OCCO2	-35	4	-4	-1	96	7.0	-2	8	-2	6
CCn1c(SCC(=O)NC2CCCCC2)nnc1-c1ccco1	-8	16	0	-4	nt	1.0	-2	-4	9	-9
CC1(C)O[C@@H]2C[C@H]3[C@@H]4C[C@H](F)C5=CC(=O)C=C[C@]5(C)[C@H]4[C@@H](O)C[C@]3(C)[C@]2(C(=O)CO)O1	-2	3	0	4	95	0.3	1	-6	18	1
Cc1cc(NC(=O)Nc2cccc(Cl)c2)no1	nt	nt	-2	nt	95	nt	nt	9	nt	-4
O=C(Cn1nnc(-c2cccs2)n1)Nc1ccccc1C(F)(F)F	0	4	-1	4	99	0.0	1	-4	-10	-1
Cc1c(C(=O)N(Cc2ccncc2)CC2CCCO2)oc2c(F)cccc12 (configuration not stated)	14	-7	-1	6	99	-2.6	0	0	-7	-3
Fc1ccc(-n2c(-c3ccc4ccccc4n3)n[nH]c2=S)cc1	15	1	3	5	110	-3.0	3	-7	7	-4
Cc1cccc(N2O[C@H]3C=CC2CCCC3)n1	8	-1	-1	-3	100	-1.5	-1	5	9	-9
NC(=O)C1CC(=O)N(c2ccc(OCc3ccc(Cl)cc3Cl)cc2)C1 (configuration not stated)	7	8	-1	-4	96	-1.0	5	-5	10	-5
CCCn1c(C)cc(C(=O)COc2ncnc3sccc23)c1C	-3	31	0	2	81	0.5	-3	10	22	9
Cc1cccnc1NC(=O)CNC(=O)c1sc2ccccc2c1Cl	13	-6	1	-4	nt	-3.2	-1	6	11	-1
O=C(NCc1ccccc1Cl)[C@@H]1CCCN1S(=O)(=O)c1ccc(Cl)cc1	3	13	-2	-3	126	-0.6	-3	-17	12	-10
COc1ccc(OC)c(-c2cc(C(=O)Nc3c(C)n(C)n(-c4ccccc4)c3=O)no2)c1	-34	0	-1	2	94	6.4	-8	-16	-8	-7
O=C(Nc1ccc(Cc2ccc(NC(=O)C3CC3)cc2)cc1)C1CC1	-4	15	-4	1	88	0.8	1	2	-17	-6
Clc1ccc(Oc2ccccc2)c2ncccc12	-1	33	-5	-1	97	0.1	-2	-1	3	0
Cc1ccc(CCN2CC(C(=O)NCCc3ccccc3)CC2=O)cc1 (configuration not stated)	15	1	0	-6	101	-2.9	2	-3	25	-5
COC(=O)CCCc1nc2ccccc2s1	24	30	-2	-2	98	-4.7	-1	15	4	-5
Cc1ccc(C(=O)C2CCN(C(=S)NCC3CCCO3)CC2)cc1 (configuration not stated)	9	-5	1	4	103	-1.8	6	-5	21	0
O=C1CCC(C(=O)N2CCCC(N3CCN(c4cccc(C(F)(F)F)c4)CC3)C2)=NN1 (configuration not stated)	9	15	2	-6	98	-1.6	-3	-1	-21	-6
CCc1sc(C(=O)NCc2cc(C)n(C)n2)cc1Br	-1	14	0	2	100	0.2	2	-5	21	-3
CSc1ccccc1NC(=O)CSc1n[nH]c(C)c1[N+](=O)[O-]	6	4	-3	-3	99	-1.0	-2	-9	4	3
O=C(NCC1CCCN1S(=O)(=O)c1cccs1)C(=O)Nc1ccccc1 (configuration not stated)	5	22	-2	2	107	-1.0	3	-4	-4	-1
Cc1ccc(S(=O)(=O)N(C)CC(=O)NCCCn2ccnc2)cc1	-3	-5	-2	4	103	0.4	0	-9	-1	-4
CN(C(=O)c1ccccc1C(=O)OCC(=O)NCc1ccccc1)C1CCCCC1	-8	-7	2	5	103	1.2	1	5	-15	-12
COc1ccc(-c2ccc(OC)c([C@H]3[C@H]4C=CC[C@@H](C)[C@@H]4C(=O)N3Cc3ccccc3)c2)cc1OC	-7	27	3	-5	99	1.3	-4	-1	9	-10
O=C(CN1CCCCCC1)N/N=C/c1cccs1	-4	2	-1	-1	100	0.7	3	-2	-10	9
O=C(N/N=C/c1c[nH]c2ccccc12)c1ccccc1O	12	34	-2	2	95	-2.1	4	2	-8	-1

Three structures from above, sorted by count of non-hydrogen atoms, ascending:
SMILES	MOR-DOR inv ag	Arr AP2 block	DAGLB inh	HTR5A ag ctr	DSG3 Ab inh	OPRM1-OPRD1 ag	V-ATPase pH	PKA-R2B activ	HTR5A inv ag	PKA-R1A act
Cc1ccc(S(=O)(=O)N(C)CC(=O)NCCCn2ccnc2)cc1	-3	-5	-2	4	103	0.4	0	-9	-1	-4
O=C(NCC1CCCN1S(=O)(=O)c1cccs1)C(=O)Nc1ccccc1 (configuration not stated)	5	22	-2	2	107	-1.0	3	-4	-4	-1
COc1ccc(-c2ccc(OC)c([C@H]3[C@H]4C=CC[C@@H](C)[C@@H]4C(=O)N3Cc3ccccc3)c2)cc1OC	-7	27	3	-5	99	1.3	-4	-1	9	-10
